From PubChem BioAssay
NTR1 ag: agonists of NTR1, primary screen, imaging, U2OS cells, beta-arrestin-GFP, high content (AID 493036); actives 0.17% (n = 330,000); activation, % at 20 µM; P30989; NTR1-U2OS beta-arrestin-GFP spot imaging, agonist mode;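 active = activation at or above 40% of the spot to cytoplasm intensity ratio, with at least 20 cells analyzed; inconclusive = wells under 20 cells, flagged as cytotoxic or low count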;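 also: 0% = DMSO without peptide and 100% = 100 nM NTR1 peptide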
Target sequence (P30989 whole entry, looked up): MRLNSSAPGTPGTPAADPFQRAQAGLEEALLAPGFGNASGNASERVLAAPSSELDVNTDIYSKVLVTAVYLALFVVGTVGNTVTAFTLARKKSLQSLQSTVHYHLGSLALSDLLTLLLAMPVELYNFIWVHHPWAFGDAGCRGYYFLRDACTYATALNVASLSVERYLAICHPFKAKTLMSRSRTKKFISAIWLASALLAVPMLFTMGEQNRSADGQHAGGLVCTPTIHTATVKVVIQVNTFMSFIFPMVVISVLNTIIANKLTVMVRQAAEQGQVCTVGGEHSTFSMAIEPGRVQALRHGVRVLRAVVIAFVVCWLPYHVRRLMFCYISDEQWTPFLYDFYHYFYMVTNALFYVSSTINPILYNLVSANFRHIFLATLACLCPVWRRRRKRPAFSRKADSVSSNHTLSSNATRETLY
Rac1 GTP hydrolysis: MgcRacGAP GTPase-activating activity inhibitors, confirmation, biochemical, ADP Hunter fluorescence; MgcRacGAP-stimulated Rac1 GTP hydrolysis, ADP Hunter fluorescence; higher % means a stronger effect; GST-tagged Rac1 F28L mutant substrate; one-dose inhibition, % at 30 µM; IC50 in µM for titrated hits; actives 0.6% (n = 340,000); AID 624330;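 active = first-screen hits whose inhibition reached a set limit at any dose in the follow-up dose series; inconclusive = inhibition above the set first-screen limit but never retested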;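 also: fluorescence reports GDP produced by GAP-driven GTP hydrolysis; strong numbers were not always called active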
Large T inhibition: TAg ATPase/helicase activity blockers – biochemical (AID 1903); SV40 large T antigen ATPase/helicase inhibition assay; higher % means a stronger effect; actives 0.39% (n = 310,000); inhibition, % at 20 µM; hits with a dose series show IC50 in µM; in the data active = a potency from the dose series; inconclusive = inhibition mostly from about 32% at the one dose, without a potency; inactive = the rest, 99 in 100 with inhibition below about 32%; also: strong numbers were not always called active
Dengue-2 NS5 capping: flavivirus cap methylation enzyme inhibition – biochemical, confirmation dose response, primary screen (AID 588689) | actives 0.3% (n = 340,000) | Dengue-2 NS5 methyltransferase capping enzyme assay, biochemical; higher % means a stronger effect | inhibition, % at 25 µM, or IC50 in µM where a hit was titrated; in the data active = a potency from the dose series; inconclusive = inhibition above about 29% without an active follow-up result
RSV CPE inhibition: RSV antiviral activity via CPE protection, HEp-2 cells, primary 10 µM value included (AID 2391); HEp-2 cells, RSV-induced CPE inhibition; higher % means a stronger effect; one-dose CPE inhibition, % at 10 µM; IC50 in µM for titrated hits; actives 0.13% (n = 310,000); in the data active = a potency from the dose series; inconclusive = CPE inhibition mostly from about 23% at the one dose, without a potency; inactive = the rest, 99 in 100 with CPE inhibition below about 21%; also: strong numbers were not always called active
Siah-1 displacement: Siah-1 peptide-binding antagonists, primary screen, biochemical, fluorescence polarization, rhodamine-plectin, uHTS (AID 1817); Siah-1 / rhodamine-plectin peptide fluorescence polarization; higher % means a stronger effect; one-dose displacement, % at 20 µM; IC50 in µM for titrated hits; actives 0.02% (n = 290,000);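 active = displacement of at least 50% at 20 µM, with a fluorescence ratio check between 0.3 and a set limit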;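 also: plate controls were Siah plus tracer with DMSO for no effect and tracer alone without Siah for full effect; strong numbers were not always called active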
UTI89 phage lysis: inhibition of K1F phage lysis, E. coli UTI89, bacterial capsule biogenesis inhibitors, alamar blue (AID 488966). E. coli UTI89 K1F phage lysis, alamar blue, 2 h; higher % means a stronger effect. inhibition, % at 100 µM, or IC50 in µM where a hit was titrated. actives 0.02% (n = 340,000);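 active = phage lysis inhibition, versus mean bacterial control, above a set limit; inconclusive = no clear call, values can overlap the other calls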;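 also: capsule biogenesis inhibitors block K1F phage lysis so surviving cells raise fluorescence; higher fluorescence means more inhibition of phage lysis; actives were called in the ten point dose series up to 300 µM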
West Nile antiviral: inhibition of WNV-induced cytopathic effect – cell-based, CPE readout (AID 1621) | West Nile virus-infected cells, CPE inhibition; higher % means a stronger effect | CPE inhibition, % at 10 µM; hits with a dose series show IC50 in µM | actives 0.02% (n = 290,000); in the data active = a potency from the dose series; inconclusive = CPE inhibition mostly from about 3.7% at the one dose, without a potency; inactive = the rest, 99 in 100 with CPE inhibition below about 2.2%; also: strong numbers were not always called active
AID2073: inhibitors of Mint1-CaV2.2 protein interaction, biochemical, HTRF (AID 2073); HTRF protein-protein interaction, Mint1-CaV2.2; higher % means a stronger effect; inhibition, % at 20 µM; hits with a dose series show IC50 in µM; actives 0.19% (n = 290,000); in the data active = inhibition mostly above about 51%, no sharp cut-off; inconclusive = no clear call, values can overlap the other calls; inactive = mostly below about 53%; also: some results filed as inactive read as strong as hits
NTR1 ag cell count 20 µM: second read-out of NTR1 ag, no call of its own (marks repeat the call); cell count; measured here: cell count, cytotoxicity flag
Dengue-2 NS5 capping pilot replicate: further read-out of Dengue-2 NS5 capping, marked with its call; inhibition, %; measured here: pilot screen replicate inhibition
Active calls of the source: *; ? = inconclusive; . = not tested or not shown; [ ] = another dose, or the depositor's remark.

SMILES | NTR1 ag | NTR1 ag cell count 20 µM | Rac1 GTP hydrolysis | Large T inhibition | Dengue-2 NS5 capping | RSV CPE inhibition | Siah-1 displacement | UTI89 phage lysis | West Nile antiviral | AID2073 | others
Cc1cc(-c2nnc(CCC(=O)NCc3cccc(C(F)(F)F)c3)o2)no1 | -0.2 | 59 | 6% | -4% | 0% | 0.6% | -6% | 2.8% | 0.5% | 8%
CC1(c2ccccc2)NC(=O)N(CC(=O)Nc2cccc(/C=C/c3ccccn3)c2)C1=O (stereo unspecified) | 0.5 | 64 | 4% | 8% | -11% | 6.1% | . | 4.0%[50 µM] | . | .
CCCCN1CC(O)=C(c2nc(-c3ccc(Cl)cc3)cs2)C1=N | -1.4 | 76 | 12% | 11% | -6% | 1.5% | 7% | 0.1% | 2.2% | 29%
O=C1CNC(=S)N1c1nc(-c2ccccc2)cs1 | 2.3 | 93 | 2% | 1% | 5% | ? | -4% | -0.1% | -0.1% | 6%
CS(=O)(=O)N(CC(=O)Nc1ccc(C(N)=O)cc1)C1CCCCC1 | 1.0 | 85 | 13% | 15% | -7% | 1.0% | 1% | 0.3% | 0.5% | -13%
COc1ccc(Cc2nc3ccccc3c(=O)n2N)cc1OC | 2.1 | 41 | 8% | 10% | -7% | 3.1% | . | 0.1% | . | .
CCOC(=O)N1CCC(Nc2nc3ccccc3n3cnnc23)CC1 | 2.4 | 82 | 2% | . | -4% | 1.8% | . | 0.8% | 0.1% | .
COc1ccccc1NC(=O)c1ccccc1NC(=O)c1ccccc1C(=O)O | -0.1 | 56 | 10% | 3% | -1% | -1.0% | -4% | -0.1% | 0.3% | 16% | Dengue-2 NS5 capping pilot replicate=-3.0
CCOC(=O)N1CCC(NC(=O)C2CCCN(c3nc4ccccc4o3)C2)CC1 (stereo unspecified) | 0.7 | 58 | 8% | 3% | -6% | 1.6% | -1% | 8.1% | -0.6% | -6%
Cc1ccc(CCNS(=O)(=O)c2cc3c(cc2Cl)NC(=O)CO3)cc1 | -2.5 | 44 | 13% | 8% | -1% | 1.4% | -1% | 0.4% | -0.9% | 5%
CCCCN(C)CCNC(=O)CN1C(=O)CSc2ccc(S(=O)(=O)N3CCOCC3)cc21 | -0.4 | 57 | 15% | 12% | -8% | 0.3% | 10% | 0.3% | 0.1% | 0%
COc1cc(CC(=O)O)ccc1O | 0.0 | 54 | -5% | 12% | 4% | 0.8% | 1% | 4.0% | 0.5% | -3%
CN(c1ccccc1)S(=O)(=O)c1cc(C(=O)OCC(=O)N2CCN(C(=O)c3ccco3)CC2)ccc1Cl | 3.5 | 63 | -1% | 28% | -1% | 6.7% | 2% | 0.2% | -0.1% | 6%
OCC(Cc1ccccc1)Nc1c2ccccc2nc2ccccc12 (stereo unspecified) | 2.8 | 41 | 14% | 4% | 12% | 0.8% | -2% | -0.8% | -1.6% | 16%
COc1ccc(C(=O)NC(=S)Nc2cccc3nc(C)ccc23)cc1OC | 0.9 | 41 | . | 3% | . | 9.1% | 2% | . | -0.8% | -11%
Cc1cccc(NC(=O)CNC(=O)COC(=O)C2CC2C)c1C (stereo unspecified) | 4.2 | 51 | 2% | . | -4% | . | . | 1.2%[50 µM] | . | .
CCCCCN(C(=O)CCC(=O)OCc1ccccc1F)c1c(N)n(CCCC)c(=O)[nH]c1=O | 1.4 | 96 | 6% | -2% | -4% | -0.5% | . | 0.0%[50 µM] | . | .
Clc1ccc(Sc2ccccn2)cc1 | 0.8 | 43 | 8% | 5% | -3% | 0.7% | -1% | 0.2% | 0.4% | -2%
Cn1c(N)c(C(C[N+](=O)[O-])c2c(F)cccc2Cl)c(=O)n(C)c1=O (stereo unspecified) | 1.1 | 102 | 13% | 6% | 3% | 1.1% | -2% | 0.2% | 2.8% | 11%
Cc1ccc(N2C(=O)CS(=O)C(c3ccccc3)C2=O)cc1C (stereo unspecified) | 3.4 | 56 | 9% | 33% | -27% | -1.3% | -2% | -0.5% | 0.3% | 6%
COc1cc(S(=O)(=O)N(C)Cc2ccc3c(c2)OCCO3)ccc1NC(C)=O | 5.4 | 62 | 2% | . | -4% | 0.9% | . | 0.4%[50 µM] | . | .
CC(C)(C)c1ccc(C(=O)Nc2cnccn2)cc1 | 0.3 | 72 | 6% | 11% | -1% | 2.6% | 3% | 2.4% | 0.0% | -2%
O=C(O)C1Nc2c(C(=O)N3CCOCC3)cccc2C2C=CCC12 (stereo unspecified) | -1.3 | 60 | ? | 34% | ? | 1.7% | 0% | 0.0% | 1.3% | 45%
COc1ccc(S(=O)(=O)N2CCc3cc4c(cc3C2C)OCCCO4)cc1 (stereo unspecified) | 2.2 | 68 | 1% | -1% | -4% | 11% | -3% | 0.2% | 0.0% | 14%
COc1ccc(CC(=O)c2cc(OC)c(OC)cc2CC(=O)O)cc1OC | -2.0 | 40 | 11% | 9% | 9% | 0.9% | -2% | 0.4% | 0.1% | -2%
O=C(CSc1nnc(SCc2cccc3ccccc23)s1)N=Nc1c(O)[nH]c2ccccc12 | . | . | . | 8% | . | -1.6% | 2% | . | 1.1% | 14%
Cc1ccc[n+](CC(=O)Nc2ccc([N+](=O)[O-])cc2)c1 | -0.6 | 71 | 1% | 8% | -2% | 0.5% | 8% | 2.1% | 0.5% | -6%
COc1ccccc1CC(=O)Nc1ccc(S(=O)(=O)N2CCCC2)cc1 | -0.8 | 63 | 4% | 8% | 7% | 5.8% | 0% | 3.4% | -0.3% | -3%
Cc1cc(C)n(-c2cc(-n3nc(C)cc3C)ncn2)n1 | 0.3 | 84 | 2% | 21% | -4% | 1.6% | -1% | 0.6% | 0.7% | 1%
CC(=O)NCCc1nc2cc(NC(=O)COc3ccc(C)cc3)ccc2n1C | -0.3 | 44 | 7% | 4% | -10% | 0.3% | 6% | 0.3% | -0.4% | 14%
CC(=O)NC(Cc1ccccc1C)C(=O)NC1CCN(c2ncccc2[N+](=O)[O-])CC1 (stereo unspecified) | 0.1 | 47 | . | 7% | . | 1.1% | 6% | . | -0.3% | 4%
CCN(CC)C(=O)C1CCCc2c1[nH]c1ccc(Cl)cc21 (stereo unspecified) | -0.7 | 72 | -2% | . | 0% | 15% | 39% | -1.2% | -0.1% | 4%
Nc1[nH]c(N=NC(=O)c2ccccc2O)c2ccccc12 | 0.2 | 71 | 7% | 4% | 0% | 1.5% | -7% | 2.4%[50 µM] | -0.8% | ?
C[C@H](NC(=O)c1ccco1)C(=O)Nc1cccc([N+](=O)[O-])c1 | 1.4 | 39 | 9% | 3% | -9% | 0.3% | 13% | -0.1% | -0.4% | 14%
Cc1cccc(N2CCN(Cc3ccoc3)CC2)c1C | 1.9 | 38 | 15% | 4% | -4% | 1.8% | 2% | -0.1% | -0.3% | -9%
Cc1cc(C)nc(NNC2=CC(=[N+]3CCCC3)CCC2)n1 | 1.2 | 56 | -5% | 16% | 7% | -1.0% | -5% | 2.1% | 0.5% | 3%
OCCC1CN(CC(c2ccccc2)c2ccccc2)CCN1C1CCCC1 (stereo unspecified) | 0.7 | 62 | 4% | 28% | 0% | -1.9% | -3% | -0.7% | -0.4% | 6%
O=C1NC(=Nc2ccc(O)cc2)S/C1=C/c1ccco1 | 1.6 | 72 | ? | 3.5µM* | -14% | -0.1% | 26% | 0.1% | 0.3% | 35%
CCOC(=O)C1CCCN(C(=O)c2ccc(C)c(S(=O)(=O)N3CCCCC3)c2)C1 (stereo unspecified) | 0.7 | 94 | -4% | . | -4% | 1.3% | . | 0.4%[50 µM] | . | .
Cc1ccc(NC(=S)NCC(O)c2ccccc2)c(C)c1 (stereo unspecified) | -0.1 | 73 | 6% | 5% | . | 0.4% | 3% | 9.1% | -1.1% | 0%

Brought forward from above: 3 compounds; new compounds follow.
SMILES | NTR1 ag | NTR1 ag cell count 20 µM | Rac1 GTP hydrolysis | Large T inhibition | Dengue-2 NS5 capping | RSV CPE inhibition | Siah-1 displacement | UTI89 phage lysis | West Nile antiviral | AID2073 | others
O=C1NC(=Nc2ccc(O)cc2)S/C1=C/c1ccco1 | 1.6 | 72 | ? | 3.5µM* | -14% | -0.1% | 26% | 0.1% | 0.3% | 35%
CCOC(=O)C1CCCN(C(=O)c2ccc(C)c(S(=O)(=O)N3CCCCC3)c2)C1 (stereo unspecified) | 0.7 | 94 | -4% | . | -4% | 1.3% | . | 0.4%[50 µM] | . | .
Cc1ccc(NC(=S)NCC(O)c2ccccc2)c(C)c1 (stereo unspecified) | -0.1 | 73 | 6% | 5% | . | 0.4% | 3% | 9.1% | -1.1% | 0%
COC(=O)[C@@]1(Cc2ccc(F)cc2)[C@H]2c3cc(C(=O)N4CCCC4)n(Cc4ccc(C(F)(F)F)nc4)c3C[C@H]2CN1C(=O)c1ccccc1 | 4.6 | 102 | . | 4% | . | 8.2% | 21% | . | -0.4% | 3%
COC(=O)c1sc2ncn(CC(=O)N(C)C3CCCCC3)c(=O)c2c1C | 0.0 | 56 | 3% | 4% | -6% | 0.4% | 0% | 0.2% | -0.2% | 10%
CCOc1ccc(N(CC(=O)OC)S(=O)(=O)c2ccc(OC)c(OC)c2)cc1 | 2.2 | 32 | 16% | 12% | -5% | -1.6% | 3% | 1.0% | 1.8% | 0%
COc1cc(OC)cc(C(=O)Nc2nnc(Cc3ccc(OC)c(OC)c3)s2)c1 | 1.0 | 68 | 8% | -7% | 3% | 2.3% | -2% | 0.2% | -0.8% | 2%
CC1CCc2cc(F)ccc2N1C(=O)CSc1nnc2c3ccccc3n(C)c2n1 (stereo unspecified) | 11 | 43 | 11% | 0% | 1% | 12% | 2% | 0.1% | -0.6% | 0%
Cc1ccc(NC(=O)CCNS(=O)(=O)c2ccccc2)cc1S(=O)(=O)N1CCOCC1 | -0.2 | 45 | 3% | 13% | -1% | 0.1% | . | 0.6%[50 µM] | . | .
O=C(O)Cc1c[nH]c2cccc(O)c12 | 4.0 | 90 | 19% | 23µM* | 24% | 1.1% | 30% | 0.6% | 1.1% | ?
COc1cc2c(C)nc3onc(-c4ccccc4)c3c2cc1OC | 5.3 | 60 | 4% | 2% | -2% | 2.0% | 0% | 0.1% | 0.0% | -2%
COc1ccc(-n2c(Cn3c(=O)sc4ccccc43)nnc2SCC(=O)N2CCCC2)cc1 | 3.7 | 52 | 1% | -2% | 3% | 0.2% | 3% | 1.3% | -0.2% | 1%
O=C(C1CC1)N1CCc2cc(Br)cc(S(=O)(=O)N3CCCCCC3)c21 | 0.5 | 91 | 9% | 6% | -8% | 18% | 1% | -0.2% | 0.4% | 1%
c1ccc(-c2nnsc2-c2ccccc2)cc1 | 1.5 | 87 | 8% | 14% | -12% | 1.2% | 6% | -0.1% | 0.3% | 0%
